Source: PubChem (National Center for Advancing Translational Sciences (NCATS))
AmpC inh no detg: inhibitors of E. coli AmpC beta-lactamase without detergent; 330,000 tested, 0.52% active; P00811; Potency, µM (highest dose often 57.1 µM), for inactives: top-dose activity change, negative = inhibition, usual class: inhibitors; AmpC nitrocefin hydrolysis, absorbance 480 nm, 0.0001% Triton;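 further: potency means the concentration at half of the fitted maximal effect; plate controls were no compound for no effect and no enzyme for full effect; nearly all actives have a fitted effect of over 20% in size; some results filed as inactive show a strong effect at the top dose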
Target sequence (P00811 whole entry, looked up): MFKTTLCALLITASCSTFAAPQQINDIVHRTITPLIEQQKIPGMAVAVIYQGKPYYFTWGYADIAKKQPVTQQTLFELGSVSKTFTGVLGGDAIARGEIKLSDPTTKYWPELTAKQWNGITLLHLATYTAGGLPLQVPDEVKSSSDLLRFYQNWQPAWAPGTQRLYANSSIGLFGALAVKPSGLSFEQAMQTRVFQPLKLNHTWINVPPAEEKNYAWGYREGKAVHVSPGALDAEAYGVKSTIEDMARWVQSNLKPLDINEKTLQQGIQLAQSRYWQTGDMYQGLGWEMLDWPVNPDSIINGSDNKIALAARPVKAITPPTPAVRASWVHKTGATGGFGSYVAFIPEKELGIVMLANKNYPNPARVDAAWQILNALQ
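20 mM phosphate pH 7.0 + 0.01% (detergent screen) or 0.0001% Triton X-100; 5.3 nM AmpC reagent; cpd preinc 15 min RT; nitrocefin (800 uM stock) to start; A480 q20 s × 4 min; Activity was normalised to no-enzyme and no-compound control wells.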
HCMV inh: human cytomegalovirus inhibition; HFF cells, HCMV-luciferase reporter, 72 h; stronger effect = lower value; activity change, negative = inhibition, % at 57.5 µM; 410,000 tested, 4.5% active; in the data active means activity change below about -60%; inconclusive means no clear call, values can overlap the other calls; inactive means above about -39%
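After 16 h attachment at 37C, HFF cells received test compound and HCMV-luciferase (1 PFU/cell); reporter luminescence read 72 h later, data normalized against buffer-only and known inhibitor Salinomycin.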
Sm TGR inh: blocks Schistosoma mansoni thioredoxin glutathione reductase; Q962Y6; 360,000 tested, 3% active; Potency, µM (top dose mostly 114 µM), inactives show top-dose activity change, negative = inhibition, usual class: inhibitors; purified TGR, DTNB reduction, TNB absorbance 405 nm; further: potency means the concentration at half of the fitted maximal effect; nearly all actives have a fitted effect of over 60% in size
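TGR 20 nM + NADPH 100 uM (dispensed conc.), cpd preinc 15 min RT; start with NADPH (500 uM addition) then DTNB (15 mM addition). Kinetic TNB absorbance, 405 nm filter. Four-parameter Hill fit across titration.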
AMA1 RON2 block: inhibitors of Plasmodium falciparum AMA1-RON2 interaction; 360,000 tested, 0.2% active; AlphaScreen AMA1-biotinylated RON2 peptide binding; Potency, µM (highest dose often 58.2 µM), for the others: at the top dose activity change, negative = inhibition, actives largely listed as inhibitors;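 further: potency means the concentration at half of the fitted maximal effect; 0% = vehicle wells and -100% = peptide control; nearly all actives have a fitted effect of over 45% in size; some results filed as inactive show a strong effect at the top dose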
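AMA1 (3D7) with his tag at 25 nM final met compounds first, then biotinylated RON2 peptide at 25 nM; detection used donor plus acceptor beads, 10 µg/mL apiece, read by AlphaScreen after 30 min at room temperature.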
AmpC inh detg: AmpC beta-lactamase inhibition with detergent present; 370,000 tested, 0.041% active; AmpC hydrolysis of nitrocefin, absorbance 480 nm, 0.01% Triton; P00811; Potency, µM (top dose mostly 114 µM), for inactives: top-dose activity change, negative = inhibition, actives largely listed as inhibitors;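 further: potency means the concentration at half of the fitted maximal effect; 0% = no-compound wells and -100% = no-enzyme wells; nearly all actives have a fitted effect of over 25% in size; some results filed as inactive show a strong effect at the top dose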
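20 mM phosphate pH 7.0 + 0.01% (detergent screen) or 0.0001% Triton X-100; 5.3 nM AmpC reagent; cpd preinc 15 min RT; nitrocefin (800 uM stock) to start; A480 q20 s × 4 min; Activity was normalised to no-enzyme and no-compound control wells.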
FBPA Giardia inh: blocks Giardia fructose-bisphosphate aldolase activity. purified Giardia FBPA. Potency, µM (top dose mostly 59.6 µM), inactives show at the top dose activity, negative = inhibition, actives largely listed as inhibitors. 290,000 tested, 0.71% active. A8B2U2; further: potency means the concentration at half of the fitted maximal effect; nearly all actives have a fitted effect of over 55% in size
Target sequence (A8B2U2 whole entry, looked up): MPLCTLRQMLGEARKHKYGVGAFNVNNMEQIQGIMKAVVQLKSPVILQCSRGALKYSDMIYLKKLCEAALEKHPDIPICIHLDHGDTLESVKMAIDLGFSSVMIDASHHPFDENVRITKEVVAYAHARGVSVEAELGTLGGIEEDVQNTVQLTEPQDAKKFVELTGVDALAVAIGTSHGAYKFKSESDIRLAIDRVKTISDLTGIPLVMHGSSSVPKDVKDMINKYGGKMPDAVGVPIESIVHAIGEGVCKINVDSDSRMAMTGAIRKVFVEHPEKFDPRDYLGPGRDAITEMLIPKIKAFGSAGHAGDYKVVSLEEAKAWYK
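40 nM FBPA preincubated 10 min at RT with compound (up to 57.5 uM final), then substrate plus GAPDH/TPI/NAD/arsenate coupling and diaphorase/resazurin added. Fluorescence read after 20 min at RT, 525/598 nm.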
* marks the source's active call; other numbers are inactive results; & = joins results of further samples; [ ] = another dose, or the depositor's remark. Unless noted, the call rests on the fitted dose curve; in most records, active means well fitted curve in the direction sought with a large enough effect; inconclusive means small, poorly fitted or top-dose-only effect, or another doubt; inactive means no such curve, though single readings can be large; an effect the other way counts as inactive or inconclusive. Unless noted, on the % scale 0 is the no-effect control and ±100 the full control effect.

Results for CCCCNc1ccncc1S(=O)(=O)NC(=O)NC(C)C ?
AmpC inh no detg: -11%; HCMV inh: 12; Sm TGR inh: -1%; AMA1 RON2 block: 11%; AmpC inh detg: 1%; FBPA Giardia inh: 10%

Results for Cc1cc(NO)nc(-c2ccc(Br)cc2)n1 ?
AmpC inh no detg: -35%; HCMV inh: 103; Sm TGR inh: 0%; AMA1 RON2 block: -4%; AmpC inh detg: -18%; FBPA Giardia inh: -18%

What do the screens show for `Fc1ccc(OCc2cc(-c3ccccc3)no2)cc1`?
AmpC inh no detg: -24%; HCMV inh: 28; Sm TGR inh: 19%; AMA1 RON2 block: 54%[activator]; AmpC inh detg: inconclusive; FBPA Giardia inh: 6%

What do the screens show for `Cc1cc(C)cc(NC(=O)c2cnn(-c3ccc(C)c(C)c3)c2C2CCNCC2)c1`?
HCMV inh: -93*; Sm TGR inh: -12%; AmpC inh detg: -3%

How did CCN(CC)CCOC(=O)C(Cc1cccc2ccccc12)CC1CCCO1 (centres undefined) do in these assays?
AmpC inh no detg: 81%[activator]; HCMV inh: 14; Sm TGR inh: 13%; AMA1 RON2 block: -21%; AmpC inh detg: -4%; FBPA Giardia inh: inconclusive

How did O=C(COC(=O)c1c[nH]c(=O)[nH]c1=O)Nc1ccccc1F do in these assays?
AmpC inh no detg: -26%; HCMV inh: 19; Sm TGR inh: -3%; AMA1 RON2 block: 20%; AmpC inh detg: 12%; FBPA Giardia inh: -24%

What do the screens show for `CCS(=O)(=O)N1CCCC(C(=O)c2ccc(OC)cc2C)C1` (centres undefined)?
AmpC inh no detg: 0%; HCMV inh: -40; Sm TGR inh: 2%; AMA1 RON2 block: 15%; AmpC inh detg: 1%; FBPA Giardia inh: 3%

Results for CCOCc1c(C(=O)Nc2cc(OCC)c(N3CCOCC3)cc2OCC)oc2ccccc12 ?
AmpC inh no detg: -15%; HCMV inh: 74; Sm TGR inh: -3%; AMA1 RON2 block: 2%; AmpC inh detg: 9%; FBPA Giardia inh: -3%

How did Cc1ccc(NC(=O)C2CCCN(C(=O)c3cnn(-c4ccc(F)cc4)c3-n3cccc3)C2)c(Cl)c1 (centres undefined) do in these assays?
HCMV inh: -3; Sm TGR inh: 2%; AmpC inh detg: -1%

How did COc1ccc(NC(=O)COc2coc(CN3CCCc4ccccc43)cc2=O)cc1 do in these assays?
AmpC inh no detg: -17%; HCMV inh: 4; Sm TGR inh: inconclusive; AMA1 RON2 block: -20%; AmpC inh detg: -2%

Results for Cc1ccc(N(C(=O)c2csnn2)C(C(=O)NC2CCCCC2)c2ccco2)cc1 (centres undefined) ?
AmpC inh no detg: -1%; HCMV inh: -62*; Sm TGR inh: -12%; AMA1 RON2 block: 0%; AmpC inh detg: -6%; FBPA Giardia inh: 8%

Results for Cc1c(NC(=O)C(C)Sc2nc(N)cc(=O)[nH]2)c(=O)n(-c2ccccc2)n1C (centres undefined) ?
AmpC inh no detg: 54%; HCMV inh: -63*; Sm TGR inh: -2%; AMA1 RON2 block: 0%; AmpC inh detg: -7%

How did O=C(CS(=O)(=O)c1cn(CC(=O)N2CCOCC2)c2ccccc12)NCc1ccc(F)cc1 do in these assays?
AmpC inh no detg: 22%; HCMV inh: 6; Sm TGR inh: -35%; AMA1 RON2 block: -5%; AmpC inh detg: -1%; FBPA Giardia inh: inconclusive

What do the screens show for `CC(=O)OCC(=O)N1CCN(c2ccc([N+](=O)[O-])cc2)CC1`?
AmpC inh no detg: -8%; HCMV inh: -23; Sm TGR inh: 1%; AMA1 RON2 block: -30%; AmpC inh detg: inconclusive; FBPA Giardia inh: 4%

Results for COc1ccc(OC)c(-c2cc(C(=O)Nc3c(C)n(C)n(-c4ccccc4)c3=O)no2)c1 ?
AmpC inh no detg: -2%; HCMV inh: 15; Sm TGR inh: 6%; AMA1 RON2 block: 25%; AmpC inh detg: inconclusive; FBPA Giardia inh: 11%

Results for COc1ccc(N(CC(=O)N2CCN(c3ccc(F)cc3)CC2)S(=O)(=O)c2c(C)noc2C)cc1 ?
AmpC inh no detg: 127%[activator]; HCMV inh: -20&-9; Sm TGR inh: 9%&-2%; AMA1 RON2 block: -2%; AmpC inh detg: 1%&0%

Results for CCN(CC)C(=O)Nc1cnc2ccccc2c1 ?
AmpC inh no detg: -11%; HCMV inh: 42; Sm TGR inh: 0%; AMA1 RON2 block: 26%; AmpC inh detg: -23%; FBPA Giardia inh: 0%

What do the screens show for `Cc1ccc(O)c(C2=NNC(O)(C(F)(F)F)C2)c1` (centres undefined)?
AmpC inh no detg: -11%; HCMV inh: -30; Sm TGR inh: 2%; AMA1 RON2 block: 58%[activator]; AmpC inh detg: 0%; FBPA Giardia inh: -7%

How did CCN(CC)CCCN(C(=O)c1ccco1)c1nc(-c2ccc(C)cc2)cs1 do in these assays?
AmpC inh no detg: 108%[activator]; HCMV inh: inconclusive; Sm TGR inh: -4%; AMA1 RON2 block: -11%; AmpC inh detg: 4%; FBPA Giardia inh: -5%

How did O=C1c2cccc3c(O)ccc(c23)C(=O)N1c1ccc(Cl)cc1 do in these assays?
AmpC inh no detg: -16%; HCMV inh: -72*; Sm TGR inh: 25µM*; AMA1 RON2 block: 43%[activator]; AmpC inh detg: 2%; FBPA Giardia inh: inconclusive

What do the screens show for `COCCCNC(=O)c1c(NC(=O)c2cccs2)sc2c1CCCC2`?
AmpC inh no detg: 5%; HCMV inh: -33; Sm TGR inh: -15%; AMA1 RON2 block: 40%[activator]; AmpC inh detg: 1%; FBPA Giardia inh: 0%

How did CCN(CC)c1ccc(S(=O)(=O)N2CCOCC2)cc1NC(=O)COC(=O)COc1ccccc1C do in these assays?
AmpC inh no detg: 72%[activator]; HCMV inh: 43; Sm TGR inh: 0%; AMA1 RON2 block: 3%; AmpC inh detg: -6%

How did O=C(NCc1cccnc1)c1ccc(N2CCOCC2)c([N+](=O)[O-])c1 do in these assays?
AmpC inh no detg: -2%; HCMV inh: -1; AMA1 RON2 block: 10%; AmpC inh detg: 8%; FBPA Giardia inh: -7%

Results for CC(=O)c1ccc(NC(=S)NCc2ccc(Cl)cc2Cl)cc1 ?
AmpC inh no detg: -46%; HCMV inh: inconclusive; Sm TGR inh: -32%; AMA1 RON2 block: -3%; AmpC inh detg: inconclusive; FBPA Giardia inh: 0%

Next section, starting with the last 3 of the part before.
How did CCN(CC)c1ccc(S(=O)(=O)N2CCOCC2)cc1NC(=O)COC(=O)COc1ccccc1C do in these assays?
AmpC inh no detg: 72%[activator]; HCMV inh: 43; Sm TGR inh: 0%; AMA1 RON2 block: 3%; AmpC inh detg: -6%

How did O=C(NCc1cccnc1)c1ccc(N2CCOCC2)c([N+](=O)[O-])c1 do in these assays?
AmpC inh no detg: -2%; HCMV inh: -1; AMA1 RON2 block: 10%; AmpC inh detg: 8%; FBPA Giardia inh: -7%

Results for CC(=O)c1ccc(NC(=S)NCc2ccc(Cl)cc2Cl)cc1 ?
AmpC inh no detg: -46%; HCMV inh: inconclusive; Sm TGR inh: -32%; AMA1 RON2 block: -3%; AmpC inh detg: inconclusive; FBPA Giardia inh: 0%

How did Cc1occc(=O)c1OC(=O)Nc1ccc(Cl)c(Cl)c1 do in these assays?
AmpC inh no detg: -23%; HCMV inh: inconclusive; Sm TGR inh: -2%; AMA1 RON2 block: 24%; AmpC inh detg: inconclusive; FBPA Giardia inh: -2%

How did Cc1ccc2nc(N/C(=N/S(=O)(=O)c3cccs3)c3ccccc3Cl)sc2c1 do in these assays?
AmpC inh no detg: 13µM*; HCMV inh: -35; Sm TGR inh: 0%; AMA1 RON2 block: 14%; AmpC inh detg: -13%; FBPA Giardia inh: 20%

How did CC(C)(C)c1ccc(/C=C2/SC(N3CCCC3)=NC2=O)cc1 do in these assays?
AmpC inh no detg: 127%[activator]; HCMV inh: -31; Sm TGR inh: -17%; AMA1 RON2 block: -2%; AmpC inh detg: 0%; FBPA Giardia inh: 0%

Results for COc1ccc(NC(=O)COc2ccccc2Cc2ccccc2)cc1S(N)(=O)=O ?
AmpC inh no detg: 45%; HCMV inh: -73*; Sm TGR inh: 7%; AMA1 RON2 block: 3%; AmpC inh detg: -10%; FBPA Giardia inh: 3%

What do the screens show for `CCCP(=O)(CCC)CCP(=O)(c1ccccc1)c1ccccc1`?
AmpC inh no detg: -3%; HCMV inh: 11; Sm TGR inh: 8%; AMA1 RON2 block: -9%; AmpC inh detg: 0%; FBPA Giardia inh: 5%

Results for O=C1C2CCCN2C(=O)N1CCCCN1CCN(c2ccc(F)cc2)CC1 (centres undefined) ?
AmpC inh no detg: -14%; HCMV inh: 5; Sm TGR inh: 6%; AMA1 RON2 block: -2%; AmpC inh detg: inconclusive; FBPA Giardia inh: -12%

Results for CCOC(=O)C1CCN(C(=O)c2cccc(S(=O)(=O)N(CC)c3ccccc3)c2)CC1 ?
AmpC inh no detg: 105%[activator]; HCMV inh: 0; Sm TGR inh: -5%; AMA1 RON2 block: 72%[activator]; AmpC inh detg: inconclusive

Results for CCOC(=O)c1cnc2ccc(OC)cc2c1Nc1ccc(OCc2ccccc2Cl)cc1 ?
HCMV inh: -30; Sm TGR inh: -8%; AmpC inh detg: -3%

How did COc1ccc(C2Nc3ccc4ccccc4c3-c3c2c(=O)oc2ccccc32)cc1 (centres undefined) do in these assays?
AmpC inh no detg: 6%; HCMV inh: inconclusive; Sm TGR inh: -21%; AmpC inh detg: -9%; FBPA Giardia inh: -5%

What do the screens show for `COc1cc([N+](=O)[O-])c2ncsc2c1`?
AmpC inh no detg: -9%; HCMV inh: 8; Sm TGR inh: 1%; AMA1 RON2 block: -12%; AmpC inh detg: -4%; FBPA Giardia inh: -9%

What do the screens show for `CCN(CC)S(=O)(=O)c1ccc(NC2c3ccccc3C(=O)N2Cc2ccc3c(c2)OCO3)cc1` (centres undefined)?
AmpC inh no detg: -17%; HCMV inh: -1; Sm TGR inh: 0%; AMA1 RON2 block: 5%; AmpC inh detg: -11%; FBPA Giardia inh: 1%

How did CC(C)OP(=O)(Oc1ccc(C(O)C(Cl)(Cl)Cl)cc1)OC(C)C (centres undefined) do in these assays?
AmpC inh no detg: 43%; HCMV inh: -9; Sm TGR inh: 14%; AMA1 RON2 block: 0%; AmpC inh detg: -12%; FBPA Giardia inh: 3%

How did CCN(CC)S(=O)(=O)c1ccc(NC2=NS(=O)(=O)c3ccccc32)cc1 do in these assays?
AmpC inh no detg: -41%; HCMV inh: 18; Sm TGR inh: 0%; AMA1 RON2 block: 0%; AmpC inh detg: -14%; FBPA Giardia inh: 3%

How did CC(=C/c1ccccc1)/C=N/Nc1nc(N2CCCCC2)nc(N2CCCCC2)n1 do in these assays?
AmpC inh no detg: -33%; HCMV inh: -19; Sm TGR inh: -8%; AMA1 RON2 block: 1%; AmpC inh detg: -17%; FBPA Giardia inh: 0%

What do the screens show for `O=C(NC1CCN(C(=O)Nc2cccc(Cl)c2)CC1)C1CCCCC1`?
AmpC inh no detg: -9%; HCMV inh: -34; Sm TGR inh: -1%; AMA1 RON2 block: 8%; AmpC inh detg: -6%; FBPA Giardia inh: 0%
